Source: PubChem
MEKK2 mut-MEK5 – signal of MEK5 binding to mutant human MEKK2 PB1 domain; bead flow cytometry, Alexa488-MEK5 binding to MEKK2 mutant; percent response, % at 10 µM; 290,000 compounds, 0.35% hits; in the data active means percent response above about 24%, passing the limit was not always enough; further: inactives centre near 1; some results filed as inactive read as strong as hits
PfM18AAP inh – PfM18AAP enzyme inhibition | recombinant PfM18AAP, H-Glu-NHMec fluorogenic cleavage | inhibition, % at 7.35 µM | AID 1822 | 290,000 compounds, 1.2% hits;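 active means inhibition above the campaign mean inhibition over all tested compounds plus 3 SD, cut at about 28% in these data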;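 further: 0% = plate median of test compound wells and 100% = 2 mM ZnCl2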
MEKK2wt PB1 HTS – raises or lowers MEK5 binding to wildtype human MEKK2 PB1 domain | Q9Y2U5 | bead flow cytometry, Alexa488-MEK5 binding to MEKK2 WT; actives lie on both sides | binding response (% of control), % at 10 µM | 290,000 compounds, 1.1% hits | AID 1531; in the data active means binding response below about 67% or above about 130%
UBC9 SUMO inh – SUMOylation inhibition | P63279 | HTRF SUMOylation assay, SAE1/SAE2 + UBC9, in vitro | inhibition, % at 35 µM | 290,000 compounds, 0.36% hits; in the data active means inhibition above about 50%, passing the limit was not always enough; further: strong numbers were not always called active
Target sequence (P63279 whole entry, looked up): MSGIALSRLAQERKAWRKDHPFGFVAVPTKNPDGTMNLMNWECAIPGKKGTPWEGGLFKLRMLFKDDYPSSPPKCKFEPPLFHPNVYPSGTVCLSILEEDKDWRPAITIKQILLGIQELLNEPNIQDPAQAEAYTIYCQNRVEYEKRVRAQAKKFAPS
HCV NS3 hel inh – HCV NS3 helicase inhibition | NS3 helicase DNA unwinding, Cy5 molecular beacon fluorescence | inhibition, % at 10.9 µM | AID 1800 | 290,000 compounds, 0.56% hits;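 active means inhibition above the mean of all tested compounds plus 3 SD, set per campaign, cut at about 35% in these data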;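 further: 0% = DMSO wells and 100% = thioflavine S control wells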
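test system = hepatitis C virus NS3 helicase domain fragment enzyme | reagent = annealed dual-labelled DNA beacon duplex, ATP-started | times = 1 h at 25 °C | detection = Cy5 fluorescence, 0 and 60 min reads | read-out basis = percent inhibition from t60/t0 fluorescence ratio | control set = DMSO and thioflavine S | replication = one well per compound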
DNA FID counter – displaces DNA intercalator in HCV helicase counter-screen; 290,000 compounds, 0.17% hits; inhibition, % at 7.9 µM; DNA fluorescent intercalator displacement, fluorescence; in the data active means inhibition above about 37%;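 further: 0% = vehicle and 100% = reference compound; higher means more ethidium bromide displaced from hairpin DNA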
NALP1 yeast inh – blocks the NALP1 inflammasome reconstituted in yeast | S. cerevisiae NALP1/ASC/caspase-1 growth, X-gal OD620, 72 h | inhibition, % at 10 µM | 280,000 compounds, 0.61% hits | AID 2071; in the data active means inhibition mostly above about 24%, no sharp cut-off; inactive means mostly below about 32%; further: some compounds called inactive have numbers as strong as hits
IMP-1 inhibitor – inhibitors of Pseudomonas aeruginosa IMP-1 metallo-beta-lactamase; 290,000 compounds, 0.45% hits; inhibition, % at 5.6 µM; purified IMP-1, nitrocefin hydrolysis, epi-absorbance fluorescence; AID 1556;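 active means inhibition above the mean plus 3 SD of all compounds in the same screening run, cut at about 4.5% in these data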;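 further: 0% = IMP-1 with DMSO and 100% = DMSO wells lacking enzyme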
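System: purified recombinant IMP-1 beta-lactamase. Medium: Zinc- and detergent-supplemented HEPES buffer, pH 7.1. Compound: one 5.6 µM dose […]. Schedule: 15 min preincubation plus 25 min reaction at 25 °C. Technique: Epi-absorbance fluorescence, 480 nm excitation, 530 nm emission.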
VIM-2 inhibitor – inhibitors of Pseudomonas aeruginosa VIM-2 metallo-beta-lactamase; 290,000 compounds, 0.89% hits; inhibition, % at 5.6 µM; purified VIM-2, nitrocefin hydrolysis, epi-absorbance fluorescence;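 active means inhibition above the mean of all tested compounds plus 3 SD, cutoff set per screening run, cut at about 7.5% in these data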;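 further: red hydrolysis product quenches plate fluorescence so inhibitors raise well fluorescence; 0% = enzyme with DMSO and 100% = DMSO without enzyme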
Starred values were filed as active, the others as inactive; / = not tested or not shown.

Under each structure: MEKK2 mut-MEK5	PfM18AAP inh	MEKK2wt PB1 HTS	UBC9 SUMO inh	HCV NS3 hel inh	DNA FID counter	NALP1 yeast inh	IMP-1 inhibitor	VIM-2 inhibitor
> CC1CC(C)CN(C(=O)C(C)N(C)CC(=O)Nc2ccc(Cl)cc2)C1 (stereo not drawn)
  1	-1	97	-12	3	-14	10	-2.1	-3.0
> COc1ccc(NC(=O)C2CC2)cc1OC1CCCC1
  14	-8	104	-9	2	-8	8	-4.4	-5.4
> Cc1ccc(C2=N/C(=C\N(C)C)C(=O)O2)cc1
  6	-3	103	6	1	0	10	-3.9	-1.8
> O=C(c1cccs1)N1CCN(C/C=C/c2ccccc2)CC1
  2	5	103	22	4	-15	15	1.3	-2.5
> Cc1ccc(S(=O)(=O)N2CCOC2CNC(=O)C(=O)NCc2ccco2)cc1 (stereo not drawn)
  16	0	99	-19	-3	-10	17	-2.4	-2.3
> Cc1cc(C(=O)N2CCCCCC2)cs1
  6	6	104	-3	3	-6	36	-4.4	-4.9
> Cc1nc2sc(C(=O)OC(C)C)c(N)c2c(C)c1C
  -2	2	100	6	-12	-2	15	-2.5	-3.1
> CC(=O)NC12CC3CC(C1)CC(C(=O)NCc1ccc(C)cc1)(C3)C2
  -5	-8	91	2	-7	-17	21	-1.1	-0.6
> O=C(CC1Oc2ccccc2NC1=O)NCCc1ccccc1 (stereo not drawn)
  2	6	99	-4	2	-8	-2	-3.2	-0.8
> Cc1cc(C)cc(-n2c(C)cc(C(=S)N3CCOCC3)c2C)c1
  -3	-8	86	25	8	-16	/	0.0	-0.3
> Cn1cccc1C(=O)OCC(=O)c1cc2ccccc2o1
  -1	4	93	15	3	-7	-29	-0.1	-1.4
> CCCCNC(=O)N1CCOCCOCCN(C(=O)NCCCC)CCOCC1
  2	0	106	4	3	-23	-4	-4.2	-2.7
> COC(C(=O)NC1CCCCCCC1)c1ccccc1 (stereo not drawn)
  1	-17	105	-16	-3	-11	30	-0.8	1.2
> CSC(=NC#N)N1CCN(c2ccccn2)CC1
  7	5	107	-8	2	0	6	-3.2	-0.6
> O=C(NC(=S)NCc1ccccc1)c1ccccc1Br
  5	0	103	0	-6	-11	14	-4.5	-1.3
> COc1cc(C2C(C#N)=C(N)Oc3cc(C)n(CC4CCCO4)c(=O)c32)cc2c1OCO2 (stereo not drawn)
  1	3	103	-9	-1	-8	6	-3.1	-0.2
> O=[N+]([O-])c1ccc(CN2CCOCCOCCN(Cc3ccc([N+](=O)[O-])cc3)CCOCC2)cc1
  -1	5	103	-18	-10	10	36	-1.8	-1.8
> COc1ccc(-c2nnc(SCC(=O)Nc3sc4c(c3C#N)CCC4)n2CC2CCCO2)cc1 (stereo not drawn)
  9	-6	101	-19	3	-23	-1	-1.7	-2.5
> Cc1cc(C)cc(OC(=O)C23CCC(C)(C(=O)O2)C3(C)C)c1 (stereo not drawn)
  -14	3	88	21	-11	-24	0	-0.4	-0.3
> O=c1/c(=C\c2ccc3c(c2)OCO3)sc2n1CCCN=2
  -4	5	98	0	0	2	11	-1.9	1.0
> Nc1nc2nonc2nc1N
  -2	3	94	11	7	-1	1	-2.4	-3.4
> O=C(NCCO)C(=O)NCC1OCCCN1S(=O)(=O)c1cc(F)ccc1F (stereo not drawn)
  6	1	108	-9	0	-7	7	-2.6	-1.6
> CCN(CC)C(=O)CSc1nc2ccccc2c(=O)n1CCC(=O)NCCc1ccc(OC)c(OC)c1
  -4	4	101	9	1	-8	4	-2.7	-3.4
> O=C(Nc1ccccc1N1CCCCC1)c1ccc(-c2ccc(Cl)cc2)o1
  0	-15	106	20	7	-3	39	-2.2	-2.5
> O=C(NC(Cc1ccccc1)C(=O)O)/C(=C\c1ccc(F)cc1)NC(=O)c1ccco1 (stereo not drawn)
  -1	5	98	3	-7	-20	-2	-0.3	-2.6
> CC(=O)Nc1cccc(NC(=O)CSc2ncc(-c3ccc(Cl)cc3)n2Cc2ccco2)c1
  1	-12	104	-1	-37	-29	23	-2.4	-5.4
> CCN(CC(=O)Nc1ccc(NC(C)=O)cc1)C(=O)/C=C/c1ccc(S(=O)(=O)N2CCCCCC2)cc1
  4	4	103	-3	7	-39	-16	-3.0	-3.4
> Nc1nnc(-c2ccccc2Cl)s1
  11	7	115	21	3	1	-2	0.2	-0.6
> CCN(Cc1ccccc1)c1c(C(=O)O)cnc2c1cnn2C
  -4	-1	98	12	0	-11	-2	-2.1	-2.1
> COc1ccc(/C=C2\SC(=O)N(CCC(=O)Nc3ccccc3)C2=O)cc1OC
  -2	-10	90	-1	4	1	32	-2.1	0.3

In a second layout: entries from further up
smiles | MEKK2 mut-MEK5 | PfM18AAP inh | MEKK2wt PB1 HTS | UBC9 SUMO inh | HCV NS3 hel inh | DNA FID counter | NALP1 yeast inh | IMP-1 inhibitor | VIM-2 inhibitor
COc1cc(C2C(C#N)=C(N)Oc3cc(C)n(CC4CCCO4)c(=O)c32)cc2c1OCO2 (stereo not drawn) | 1 | 3 | 103 | -9 | -1 | -8 | 6 | -3.1 | -0.2
O=[N+]([O-])c1ccc(CN2CCOCCOCCN(Cc3ccc([N+](=O)[O-])cc3)CCOCC2)cc1 | -1 | 5 | 103 | -18 | -10 | 10 | 36 | -1.8 | -1.8
COc1ccc(-c2nnc(SCC(=O)Nc3sc4c(c3C#N)CCC4)n2CC2CCCO2)cc1 (stereo not drawn) | 9 | -6 | 101 | -19 | 3 | -23 | -1 | -1.7 | -2.5
Cc1cc(C)cc(OC(=O)C23CCC(C)(C(=O)O2)C3(C)C)c1 (stereo not drawn) | -14 | 3 | 88 | 21 | -11 | -24 | 0 | -0.4 | -0.3
O=c1/c(=C\c2ccc3c(c2)OCO3)sc2n1CCCN=2 | -4 | 5 | 98 | 0 | 0 | 2 | 11 | -1.9 | 1.0
Nc1nc2nonc2nc1N | -2 | 3 | 94 | 11 | 7 | -1 | 1 | -2.4 | -3.4
O=C(NCCO)C(=O)NCC1OCCCN1S(=O)(=O)c1cc(F)ccc1F (stereo not drawn) | 6 | 1 | 108 | -9 | 0 | -7 | 7 | -2.6 | -1.6
CCN(CC)C(=O)CSc1nc2ccccc2c(=O)n1CCC(=O)NCCc1ccc(OC)c(OC)c1 | -4 | 4 | 101 | 9 | 1 | -8 | 4 | -2.7 | -3.4
O=C(Nc1ccccc1N1CCCCC1)c1ccc(-c2ccc(Cl)cc2)o1 | 0 | -15 | 106 | 20 | 7 | -3 | 39 | -2.2 | -2.5
O=C(NC(Cc1ccccc1)C(=O)O)/C(=C\c1ccc(F)cc1)NC(=O)c1ccco1 (stereo not drawn) | -1 | 5 | 98 | 3 | -7 | -20 | -2 | -0.3 | -2.6
CC(=O)Nc1cccc(NC(=O)CSc2ncc(-c3ccc(Cl)cc3)n2Cc2ccco2)c1 | 1 | -12 | 104 | -1 | -37 | -29 | 23 | -2.4 | -5.4
CCN(CC(=O)Nc1ccc(NC(C)=O)cc1)C(=O)/C=C/c1ccc(S(=O)(=O)N2CCCCCC2)cc1 | 4 | 4 | 103 | -3 | 7 | -39 | -16 | -3.0 | -3.4

Remaining list, next part
Under each structure: MEKK2 mut-MEK5	PfM18AAP inh	MEKK2wt PB1 HTS	UBC9 SUMO inh	HCV NS3 hel inh	DNA FID counter	NALP1 yeast inh	IMP-1 inhibitor	VIM-2 inhibitor
> O=C(CSc1ncnc2scc(-c3ccc(Cl)cc3)c12)NCc1ccc2c(c1)OCO2
  2	-1	106	17	1	-1	10	-0.7	-2.6
> COc1ccc(OCCC(=O)OCC(=O)NC(=O)NC(C)(C)C)cc1
  5	-4	107	0	-2	-13	4	-4.7	-1.1
> Cc1cccc(-c2c(O)cc(=O)[nH]c2Cl)c1
  -12	0	89	7	3	2	-6	-2.9	-1.4
> CCOc1ccc(S(=O)(=O)N(CC(=O)NCc2cccnc2)c2ccc(C)cc2)cc1
  -7	0	102	-15	-9	-34	13	-3.5	-1.2
> O=C(O)[C@@H](c1ccccc1)N1Cc2ccccc2C1=O
  5	21	101	34	16	2	54	-0.1	0.3
> Cc1ccccc1Cn1ccc(NC(=O)c2nn3cccnc3c2Cl)n1
  -3	-5	98	18	9	-10	3	-2.0	-1.8
> Cc1ccc(OC(C)C(=O)N2CCc3ccccc32)cc1 (stereo not drawn)
  14	-11	107	2	-2	-5	11	-3.9	1.7
> COc1ccc(N(C(=O)c2cccc([N+](=O)[O-])c2)S(=O)(=O)c2ccc3c(c2)n(C)c(=O)n3C)cc1
  -3	-6	98	-6	3	-1	15	-3.0	-0.7
> Cc1ccc(Cl)c(OCCCN(C)Cc2ccccc2)c1
  -1	1	107	6	-12	19	/	-2.3	-2.7
> CCOc1ccc2nc(NCCCNC(=O)c3cc(OC)c(OC)c(OC)c3)c(C#N)cc2c1
  1	-6	105	35	-13	-7	/	-1.4	1.9
> COc1ccc(Nc2nc(C)c3ccccc3n2)cc1
  16	2	140*	6	1	-3	12	-3.5	-1.8
> Cn1c(=O)n(CC(N)=O)c2ccccc21
  2	1	100	21	9	-2	11	-3.8	-3.8
> O=C(O/N=C\c1ccc(N2CCCCC2)c([N+](=O)[O-])c1)c1cccc(C(F)(F)F)c1
  11	-1	101	-1	0	-3	22	-2.2	0.1
> CS(=O)(=O)c1ccc(S(=O)CC(=O)Oc2ccc(Cl)cc2)c([N+](=O)[O-])c1 (stereo not drawn)
  -11	3	87	22	-4	3	13	-2.0	0.6
